High-throughput results deposited in PubChem by several laboratories.
TNF necrop inh: TNF-alpha cell death inhibition in Jurkat FADD-/- cells | Jurkat FADD-/- TNF necroptosis rescue, ATP luminescence, 24 h; 0 = TNF only, 100 = no-TNF cells | activation (protection from cell death), % at 10 µM | hit rate 0.068% among 220,000 | AID 463075;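 active = activation, meaning protection from cell death, of at least 50% relative to plate controls; inactive = activation below 50%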;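 also: necroptosis triggered by 40 ng/mL TNF-alpha added together with compound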
FXIa inh 1536: factor XIa (human) inhibition. P03951. purified FXIa, Boc-Glu-Ala-Arg-AMC fluorogenic substrate. inhibition, % at 5 µM. hit rate 0.14% among 220,000. AID 798;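 active = inhibition of at least 40%; inactive = inhibition below 40%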;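 also: fluorescence of freed AMC excited at 355 nm; 0% = enzyme without compound and 100% = no enzyme blank; many of its hits are not listed in these tables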
zVAD death inh: blocks zVAD induced death of L929 cells | L929 zVAD necroptosis rescue, ATP luminescence, 24 h; with zVAD 60 µM | viability rescue, % at 10 µM | hit rate 0.38% among 220,000 | AID 1377;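 active = activation, scaled between plate controls, above about 75%, limit read from the data; inactive = activation under that limit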;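 also: 0% = zVAD with DMSO and 100% = DMSO alone without zVAD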
PGE2 EP2 inh: blocks the human prostaglandin E2 receptor EP2; P43116; C6 glioma cells expressing human EP2, cAMP TR-FRET; cells stimulated with saturating PGE2; inhibition, % at 25 µM; hit rate 0.52% among 260,000;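 active = percent inhibition above 40 after rounding to a whole number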;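 also: rat C6 glioma host cells with rolipram phosphodiesterase inhibitor present; the protocol text gives 20 µM as final concentration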
CHOP inh: inhibitors of CHOP induction in ER stress response; CHO-K1 CHOP-promoter luciferase, tunicamycin-induced, 15-18 h; inhibition, % at 10 µM; hit rate 3.8% among 220,000;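 active = compounds that reduced the stress-induced luciferase reporter signal by more than about 70% of percent inhibition, limit read from the data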;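 also: 0% = tunicamycin plus vehicle and 100% = wells without tunicamycin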
Wee1 degr inh: blocks degradation of human Wee1 kinase. AID 1321. reporter increase, % at 5 µM. hit rate 1.2% among 220,000. HeLa Luc-Wee1K328M stability, luciferase luminescence; 100% = proteasome inhibitor MG132 effect. P30291;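 active = activation above the mean of all tested compounds plus 3 SD, set per screening run, cut at about 8.8% in these data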;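 also: cells exposed to compound for 20 h before luminescence read; 0% = DMSO alone and 100% = MG132 at 30 µM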
Target sequence (P30291 whole entry K328M): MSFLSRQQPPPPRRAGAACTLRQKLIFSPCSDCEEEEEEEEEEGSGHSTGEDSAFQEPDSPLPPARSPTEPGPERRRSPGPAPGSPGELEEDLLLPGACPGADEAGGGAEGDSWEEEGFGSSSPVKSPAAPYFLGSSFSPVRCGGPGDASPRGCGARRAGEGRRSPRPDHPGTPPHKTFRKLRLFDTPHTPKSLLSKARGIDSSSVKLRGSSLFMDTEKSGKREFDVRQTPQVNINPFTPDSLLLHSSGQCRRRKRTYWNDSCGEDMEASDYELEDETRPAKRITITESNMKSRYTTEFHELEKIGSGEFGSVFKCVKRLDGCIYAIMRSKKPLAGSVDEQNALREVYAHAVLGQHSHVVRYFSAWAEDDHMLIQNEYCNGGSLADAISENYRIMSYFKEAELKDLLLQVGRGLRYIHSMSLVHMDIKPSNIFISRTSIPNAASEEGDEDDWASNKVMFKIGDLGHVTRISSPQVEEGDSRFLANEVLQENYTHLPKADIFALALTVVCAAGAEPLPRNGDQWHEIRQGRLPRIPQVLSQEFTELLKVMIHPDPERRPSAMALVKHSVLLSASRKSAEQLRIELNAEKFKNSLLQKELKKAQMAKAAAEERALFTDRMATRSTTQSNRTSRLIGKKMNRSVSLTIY
Tb hexokinase: T. brucei hexokinase 1 inhibition; hit rate 0.11% among 220,000; inhibition, % at 10 µM; recombinant TbHK1, G6PDH-coupled NADH A340;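 active = inhibition of 50% or more in the single-dose primary screen; inactive = inhibition below 50%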
PPC-1+TRAIL kill: kills PPC-1 cancer cells in the presence of TRAIL | PPC-1 cells + TRAIL, ATPLite viability luminescence | cell killing (% activity), % at 4 µM | hit rate 0.41% among 220,000;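 active = cell killing above 50% in the first pass at 4 µM, then a duplicate retest at 5 µM averaging 50% or more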;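 also: plate controls were cells with TRAIL plus DMSO for no effect and medium-only wells lacking cells for full effect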
FXIIa inh 1536: blocks human coagulation factor XIIa protease activity | P00748 | hit rate 0.3% among 220,000 | inhibition, % at 5 µM | AID 800 | purified FXIIa, Boc-QGR-AMC fluorogenic substrate, 2 h; in the data active = inhibition above about 40%;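 also: 0% = enzyme with no compound and 100% = blank without enzyme; many of its hits are not listed in these tables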
An asterisk follows results filed as active; · = no result given; & = joins results of further samples. These rows are one share of the data (hit frequency here may not be typical).

Structure	PGE2 EP2 inh	Tb hexokinase	CHOP inh	FXIa inh 1536	TNF necrop inh	PPC-1+TRAIL kill	zVAD death inh	Wee1 degr inh	FXIIa inh 1536
CC(C)Cn1cnc2c1c(=O)n(CC(O)c1ccccc1)c(=O)n2CC(C)C (stereo unspecified)	10	-4	14	-4	-1.8	12	-0.8	0	10
S=c1[nH]nc(-c2ccc3ccccc3n2)n1-c1ccccc1Cl	8	-8	10	0	0.4	11	1.6	2	5
C#CC(C)(CC)NC(=O)Cn1nnc(-c2cccc(C(F)(F)F)c2)n1 (stereo unspecified)	10	6	1	-2	3.8	4	3.5	4	7
CC(C)NC(=O)NC(=O)COC(=O)Cc1ccsc1	18	2	-1	24	-1.6	0	-0.3	0	33
CCOc1ccc(NS(=O)(=O)c2cc(NC(=O)c3cccc(C)c3)ccc2Cl)cc1	17	-1	35	-2	-0.3	-6	11	-1	8
COc1ccc(NC(=O)CNc2ccc(C#N)cc2)cc1	5	-2	-1	-6	2.2	-32	2.9	-1	-2
O=C(NNC(=O)c1ccccc1Cl)c1cc2cc(OC(F)(F)F)ccc2[nH]1	0	-3	5	-9	2.7	24	2.2	1	2
CC(C)CC(=O)NC(=S)Nc1ccc(N2CCOCC2)c(Cl)c1	11	-3	11	-4	1.5	11	1.6	-2	9
Cc1oc2ccc(O)c(CN3CCOCC3)c2c1C(=O)c1ccc(Cl)cc1	3	-5	71*	1	-4.2	13	-0.4	-2	4
FC(F)c1nnc2ccc(Cl)nn12	6	-3	-3	-2	1.6	-5	0.2	-1	9
O=c1[nH]c2ccc(NC(=S)Nc3ccc(Cl)cc3)cc2[nH]1	16	-9	22	0	0.4	-6	0.4	-1	9
O=C(/C=C/c1cccs1)Nc1ccncc1	5	-35	18	5	-2.7	30	0.9	-1	18
O=C1N=C(N2CCOCC2)S/C1=C/c1ccc(-c2ccc(F)cc2)o1	13	-3	-22	0	0.9	5	6.7	-1	4
CCOC(=O)c1c(CSc2ccccc2)n(C)c2cc(Br)c(OCC(O)CNC(CO)(CO)CO)cc12 (stereo unspecified)	12	-4	27	8	-12	4	-2.4	11*	15
Cc1cc(C)cc(NC(=O)CSc2nc(N)c(NC(=O)c3cccs3)c(=O)[nH]2)c1	14	-1	-11	0	0.0	3	·	2	1

(more compounds)
Structure	PGE2 EP2 inh	Tb hexokinase	CHOP inh	FXIa inh 1536	TNF necrop inh	PPC-1+TRAIL kill	zVAD death inh	Wee1 degr inh	FXIIa inh 1536
COCC(C)NC(=O)c1oc2c(c1C)C1(CCC2)SCCS1 (stereo unspecified)	28	-5	-4	-9	-0.6	26	1.3	4	1
O=C(N/N=C/c1ccc(OC(F)F)cc1)c1ccc(CSc2nc3ccccc3[nH]2)cc1	9	-1	11	-3	-2.1	20	6.3	0	7
NS(=O)(=O)c1cccc(NC(=O)C2CC(=O)N(Cc3ccco3)C2)c1 (stereo unspecified)	10	-5	-19	0	0.5	12	0.4	-2	2
O=C(COc1ccc2ccccc2c1)N1CCCC1	9	0	-12	3	0.2	-7	-0.3	2	9
CC(C)(C)NC(=O)CSc1nncn1-c1ccccc1	7	2	-2	3	-2.1	-3	-0.2	-2	5
Cc1cc(C)nc(NC(=NCCc2c[nH]c3ccccc23)NC(=O)Nc2ccc(Cl)cc2)n1	2	-7	35	5	4.9	19	20	-1	15
COc1ccc(OC)c(-n2nnnc2SCC(=O)Nc2cc(C)ccc2OC)c1	13	4	22	4	0.8	12	-0.1	0	8
Cc1ccc(C2=NNC(c3ccc(Cl)cc3)=Nc3ccccc32)o1	8	-2	28	3	2.2	-13	1.5	5	7
c1ccc(Cc2nnc3sc(-c4cccnc4)nn23)cc1	5	-2	13	5	-0.2	-8	-0.1	0	12
COc1ccc(N(CC(=O)NC2CCCC2)C(=O)CS(=O)CC(=O)Nc2ccc3c(c2)OCO3)cc1 (stereo unspecified)	7	4	14	3	0.8	·	0.2	-3	7
COC(=O)C1C(c2ccccc2)C(C(=O)N2CCOCC2)C1c1ccccc1 (stereo unspecified)	4	-4	-30	13	-3.4	15	0.1	-3	19
CC(C)CCn1c(Oc2ccccc2Cl)nc2c1c(=O)n(C)c(=O)n2C	17	-8	67	0	-2.8	-4	-0.4	-2	17
Cc1[nH]c(=O)[nH]c(=O)c1S(=O)(=O)N1CCC(C(=O)NC(C)c2ccccc2)CC1 (stereo unspecified)	4	-3	-20	8	-0.2	4	·	5	16
Cc1onc(-c2ccccc2Cl)c1C(=O)Nc1nnc(-c2cccc([N+](=O)[O-])c2)s1	15	-30	43	5	1.0	8	1.9	-3	15
CN(Cc1ccon1)C(=O)CC1C(=O)NCCN1Cc1cccc(Oc2ccccc2)c1 (stereo unspecified)	7	0	30	-1	0.5	19	0.1	0	9

(more compounds)
Structure	PGE2 EP2 inh	Tb hexokinase	CHOP inh	FXIa inh 1536	TNF necrop inh	PPC-1+TRAIL kill	zVAD death inh	Wee1 degr inh	FXIIa inh 1536
O=C(NCc1cccs1)[C@@H]1CSC2c3ccccc3C(=O)N21 (stereo partly specified)	18	-2	-9	1	-1.2	-6	0.0	3	11
CC1=Nn2c(nnc2-c2cc(C)[nH]n2)SC1	13	4	13	-3	-0.8	-13	-0.3	-1	10
CCN1C(=O)S/C(=C/c2ccsc2)C1=O	14	-43	13	0	1.3	18	1.7	-3	1
O=C(NNC(=O)C1CC2CCC1C2)c1ccccc1 (stereo unspecified)	5	-4	-3	9	1.7	18	0.2	-2	14
CCCn1c(SCC(=O)NCCc2ccccc2)nnc1-c1ccccn1	8	6	29	0	0.2	18	0.9	0	0
CCC(=O)OCc1c(C(F)(F)F)nn(C)c1Sc1ccc(F)cc1	4	-1	59	-1	-1.2	2	-0.1	-2	16
CN(C(=O)CSC1=NC2C(N=N1)c1cc(Br)ccc1N2C)C1CCCCC1 (stereo unspecified)	5	-3	35	2	0.4	·	2.2	1	14
CCCOc1ccc(C2=NNC(c3cccs3)=Nc3ccc(OC)cc32)cc1	9	-1	-1	1	4.1	26	0.5	-1	6
CCc1ccc(C(=O)c2ccccc2C(=O)O)s1	4	-6	-14	7	-1.2	13	-0.3	-2	18
Cc1ccc2ncnc(NCCCN3CCOCC3)c2c1	-3	-16	23	4	0.4	3	-0.4	3	19
Cc1cccc(NCC(=O)N/N=C\c2ccccn2)c1	7	2	26	5	1.3	5	0.2	-3	9
COc1ccc(/C=N/NC(=O)c2cc(C)on2)c2ccccc12	10	-7	47	1	-2.0	1	0.1	-2	4
COc1cccc2cc(C(=O)NCCc3c[nH]c4ccccc34)c(=O)oc12	15&9	-7	4	0	-1.4	13	0.0	1	7
O=C1c2ccccc2C(Nc2ccccc2)N1Cc1ccc2c(c1)OCO2 (stereo unspecified)	9	-6	34	-1	-2.2	3	-1.1	-2	8
Cc1cccc(OCc2nnc(SCC(=O)Nc3ccc(C)c(Cl)c3)o2)c1	8	-9	70	7	-2.5	11	0.2	-2	17

The listing continues.
Structure	PGE2 EP2 inh	Tb hexokinase	CHOP inh	FXIa inh 1536	TNF necrop inh	PPC-1+TRAIL kill	zVAD death inh	Wee1 degr inh	FXIIa inh 1536
COc1ccc(C(=O)CC(c2ccccc2)C2CCCCC2=O)cc1 (stereo unspecified)	9	-1	43	11	0.1	-4	0.1	-2	15
COCCOC(=O)c1c(C)nc(SCC(=O)Nc2ccc(OC)cc2)c(C#N)c1-c1ccco1	7	-5	-26	5	2.7	17	0.5	1	18
Cc1cccc(NC(=O)Cc2coc3ccc4ccccc4c23)n1	·	4	39	-1	2.4	-12	-0.4	1	13
COc1ccc(Nc2cnn(-c3nc4ccccc4s3)c(=O)c2Cl)cc1	61*	32	75*	2	-2.1	9	-0.5	-2	9
Oc1ccc2ccccc2c1/C=N/Nc1nnc(-c2ncc[nH]2)c2ccccc12	2	-23	79*	5	-14	-4	42	7	20
NC(=O)C1CCN(CCC(=O)Nc2ccc(Br)cc2)CC1	5	-1	-16	6	2.2	·	0.5	-1	19
Cn1cccc1-c1cc(C(=O)N/N=C/C=C/c2ccccc2)[nH]n1	3	-47	16	5	0.7	11	44	0	9
O=C(NCc1ccco1)C1CCCN1S(=O)(=O)c1ccc2ccccc2c1 (stereo unspecified)	2	-1	11	2	1.5	12	-0.5	4	-7
Cc1cccc(N(C(=O)Cn2nnc(-c3ccc(F)cc3)n2)C(C(=O)NC(C)(C)C)c2ccncc2)c1 (stereo unspecified)	3	-10	11	-2	-2.1	7	-0.6	7	2
O=C(C1COc2ccccc2O1)N1CCN(c2ccccc2Cl)CC1 (stereo unspecified)	9	-3	33	-7	0.5	11	1.1	-3	6
COc1ccc(/C=N/N2CCOCC2)cc1Cn1nc(C)c([N+](=O)[O-])c1C	11	-15	-11	2	-2.5	0	0.5	0	7
COc1ccc(C/C(C)=N/NS(=O)(=O)c2ccc(Br)cc2)cc1	4	-11	22	4	-0.2	18	-0.1	2	10
Cc1cccc2cc3c(NC(=O)C(C)C)nn(C)c3nc12	7	-1	37	-1	1.4	-4	0.9	6	3
O=C(COC(=O)c1ccc(=O)[nH]c1)Nc1cccc(S(=O)(=O)N2CCOCC2)c1	4	1	7	3	0.4	1	-0.3	2	10
COc1ccc(CN(Cc2ccco2)S(=O)(=O)c2ccc(S(=O)(=O)N3CCCC3)cc2)cc1	7	-14	21	-8	0.1	-2	0.6	0	6
CCOc1cc(NC(=S)Nc2ccc(Cl)cc2)c(OCC)cc1NC(C)=O	13	-10	-18	13	1.3	6	1.6	-2	13
Cc1ccc(NC(=O)c2ccc([N+](=O)[O-])o2)cc1S(=O)(=O)N1CCOCC1	14	-21	-130	1	-15	32	37	-2	-4
COc1ccc(CNC(=O)Cn2cc([N+](=O)[O-])nc2C)cc1	1	-11	12	1	0.2	6	0.1	1	14
